RAD52 inh: RAD52 DNA annealing inhibitors, primary screen, biochemical, FRET, single point, set 2; DNA repair protein RAD52 homolog (Homo sapiens), P43351; recombinant RAD52 DNA annealing, FRET fluorescence; inhibition, % at 18.7 µM; 360,000 tested, 0.46% active;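 active = every replicate showing at least 50% inhibition; inconclusive = mean inhibition at least 50% but not in every replicate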
Target sequence (P43351 whole entry, looked up): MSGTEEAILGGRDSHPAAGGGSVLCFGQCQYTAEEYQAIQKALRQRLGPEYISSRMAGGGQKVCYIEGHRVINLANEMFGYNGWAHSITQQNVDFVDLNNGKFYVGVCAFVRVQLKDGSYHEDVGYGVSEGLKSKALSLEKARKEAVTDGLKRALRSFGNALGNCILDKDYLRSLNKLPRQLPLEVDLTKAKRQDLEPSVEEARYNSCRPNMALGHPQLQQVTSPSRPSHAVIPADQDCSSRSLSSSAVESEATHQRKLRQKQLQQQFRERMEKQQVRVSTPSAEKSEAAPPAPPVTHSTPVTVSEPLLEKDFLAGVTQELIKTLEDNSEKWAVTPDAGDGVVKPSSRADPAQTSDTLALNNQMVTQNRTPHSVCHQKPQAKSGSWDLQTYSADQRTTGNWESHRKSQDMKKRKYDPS
S100A4 MyoIIA: inhibitors of S100A4-myosin IIA peptide binding, primary screen, biochemical, fluorescence polarization, TAMRA-MyoIIA peptide | Protein S100-A4 (Homo sapiens), P26447 | inhibition, % at 10.7 µM | 360,000 tested, 0.14% active;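 active = mean inhibition of at least 70% across replicates, with every replicate also reaching that level; inconclusive = mean inhibition reaches 70% but some replicates fall short; inactive = mean inhibition below 70%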
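Material: S100A4 monomer protein / Buffer or medium: 50 mM HEPES pH 7.2, 10 mM CaCl2, 100 mM KCl / Times: 5 min incubation before reading / Benchmarks: neutral control DMSO, positive control TFP / Reagent: labelled myosin peptide probe, 5 nM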
RAD54 inh: inhibitors of human RAD54 branch migration, primary screen, biochemical, fluorescence, single point; 360,000 tested, 0.14% active; inhibition, % at 10.4 µM; DNA repair and recombination protein RAD54-like (Homo sapiens), Q92698; RAD54 Holliday junction branch migration, FAM/BHQ fluorescence;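 active = mean normalized replicate activity at least 40 and at least half of replicates scoring 40 or more; inconclusive = only one of the two criteria met; inactive = mean below 40 and under half of replicates reaching 40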;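 note: 0% = median of neutral control wells and 100% = median of positive control wells; inhibitors cause a drop in the FAM fluorescence signal; in these data hits start at about 50%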
ERp5 block: inhibitors of ERp5-driven insulin aggregation, primary screen, biochemical, turbidity, absorbance 650 nm, single point. 90 min. 350,000 tested, 0.05% active. inhibition, % at 9.99 µM. Protein disulfide-isomerase A6 (Homo sapiens), Q15084;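 active = mean replicate inhibition above about 25%, with every replicate also reaching it, limit read from the data, passing the limit was not always enough; inconclusive = only one of those two criteria met; inactive = neither criterion met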
esBAF inh: Bmi1 luciferase reporter increase in mESCs, primary screen, esBAF inhibitor project, mouse ES cells, Bmi1 luciferase knock-in, single point. 350,000 tested, 2% active. 24 h; 100% = twice the neutral-well signal. reporter increase, % at 12.5 µM. AID 602393, 2012; in the data active = activation above about 40%; inconclusive = no clear call, values can overlap the other calls;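 note: 0% = median of the plate's neutral control wells and 100% = double that signal; a rise in the Bmi1 reporter signal indicates esBAF inhibition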
ERAP1 inh: human ERAP1 aminopeptidase inhibitors, primary screen, biochemical, single point, plate reader. Endoplasmic reticulum aminopeptidase 1 (Homo sapiens), Q9NZ08. recombinant ERAP1, Leu-AMC fluorescence, 60 min. inhibition, % at 10.7 µM. 340,000 tested, 0.15% active. AID 652197, 2013;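 active = mean replicate inhibition of at least 30%, or all replicates individually reaching that 30% level; inactive = mean below 30% and not every replicate reaching it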;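 note: 0% = neutral control wells and 100% = L-leucinethiol positive control wells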
XiGFP reactiv: activators of inactive X chromosome reactivation, primary screen, imaging, XiGFP fibroblasts, GFP high-content imaging, set 2; activation, % at 7.58 µM; 360,000 tested, 0.055% active; XiGFP mouse fibroblasts, % GFP-positive cells imaging, 3 d; cells co-treated with 5-aza-dC sensitizer; scaled so ellipticine positive control = 100%; AID 743238, 2013;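 active = mean normalized replicate activation at least 10% and every replicate at or above 10%; inconclusive = only one of the two criteria met; inactive = mean below 10% and not all replicates reach 10%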;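 note: 0% = median of on-plate neutral control wells and 100% = ellipticine 6 µM median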
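Material: XiGFP fibroblasts, SV40-immortalized. Buffer or medium: DMEM plus 5-aza-dC sensitizer. Compound: single concentration per compound, delivered by pin transfer. Times: 3 days compound exposure. Controls: ellipticine 6 µM.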
E-sel inducer: E-selectin induction in HUVECs, primary screen, imaging, HUVEC, immunofluorescence imaging, single point | P16581 | normalized: neutral wells 0, TNF-alpha wells 100 | activation, % at 7.58 µM | 260,000 tested, 0.37% active;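 active = mean E-selectin-positive cell signal at least 10% of the positive control, reached in at least 60% of replicates, without over 20% cell loss; inconclusive = no rule given, readout overlaps actives, possibly toxicity-flagged; inactive = the rest, including those meeting only one limit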;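 note: in these data hits start at about 27%; measured in HUVEC primary endothelial cells; signal is the percent of cells scored E-selectin positive by PE staining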
Target sequence (P16581 whole entry, looked up): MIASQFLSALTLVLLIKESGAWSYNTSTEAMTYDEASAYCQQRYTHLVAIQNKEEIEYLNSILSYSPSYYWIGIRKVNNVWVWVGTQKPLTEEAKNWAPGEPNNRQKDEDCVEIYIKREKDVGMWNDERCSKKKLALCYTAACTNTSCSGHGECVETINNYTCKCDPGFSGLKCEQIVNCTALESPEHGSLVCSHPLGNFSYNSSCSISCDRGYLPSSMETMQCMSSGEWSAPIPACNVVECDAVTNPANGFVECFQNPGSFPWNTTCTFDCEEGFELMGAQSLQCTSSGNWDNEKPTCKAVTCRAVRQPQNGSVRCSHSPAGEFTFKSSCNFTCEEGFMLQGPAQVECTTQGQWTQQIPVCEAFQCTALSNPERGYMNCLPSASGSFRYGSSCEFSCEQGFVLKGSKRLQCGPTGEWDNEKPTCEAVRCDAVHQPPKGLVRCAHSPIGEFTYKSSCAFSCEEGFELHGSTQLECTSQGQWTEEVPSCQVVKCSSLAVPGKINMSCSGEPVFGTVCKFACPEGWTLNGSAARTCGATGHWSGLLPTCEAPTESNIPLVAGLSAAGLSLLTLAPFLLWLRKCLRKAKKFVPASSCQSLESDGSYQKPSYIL
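Test system: HUVEC; input: 3,000 HUVEC/well; measured by: immunofluorescence imaging; read-out: % PE-positive cells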
Starred values were filed as active, the others as inactive; ? = inconclusive; . = no result given; & = joins results of further samples.

SMILES	RAD52 inh	S100A4 MyoIIA	RAD54 inh	ERp5 block	esBAF inh	ERAP1 inh	XiGFP reactiv	E-sel inducer
CC(C)C#Cc1ccc([C@H]2[C@@H](CO)N(C(=O)C3CCC3)[C@H]2C#N)cc1	2	2	0	-1	5	-1	0.0	-0.1
CC(C)CC#Cc1ccc2c(c1)O[C@H](CN(C)Cc1ccc3c(c1)OCO3)[C@H](C)CN([C@H](C)CO)S2(=O)=O	13	-8	-2	-6	-3	-2	-0.8	.
CCCNC(=O)C[C@H]1CC[C@@H]2[C@@H](COc3ccc(NC(=O)Cc4ccccc4)cc3C(=O)N2C)O1	-6	0	3	4	7	0	0.0	-0.1
C#CCOCCOCCOCCNc1nc(N2CCN(C(=O)[C@H]([C@@H](C)CC)n3cc([C@@H](N)Cc4ccc(O)cc4)nn3)CC2)nc(N2CCN(C(=O)[C@H](Cc3ccc(O)cc3)n3cc([C@@H](N)CC(C)C)nn3)CC2)n1	-22	8	10	-7	6	.	-0.1	-0.2
CC(C)COC(=O)N(C)C[C@@H]1OCc2cnnn2CCCC(=O)N([C@H](C)CO)C[C@H]1C	-13&-2	4&-16	2&-2	1&10	2&-3&6	-3&-3	0.1&0.0	-1.5&0.3
OCC[C@H]1C[C@H](O)[C@@H](O)[C@@]2(Cc3ccccc3O2)O1	-10	-14	-8	2	-6	.	-0.4	0.4
CCN1C(=O)C(CC(=O)Nc2ccccc2Cl)N(NC(=O)c2cccc(F)c2)C1=S (configuration not stated)	-3	-2	6	2	-3	-1	0.1	0.0
Cc1ccc(N2C(=O)CC(Cc3cccc(C)c3)C2=O)cc1 (configuration not stated)	0	-3	.	2	7	-2	0.0	.
CC(C)NC(=O)N(C)C[C@@H]1Oc2ncc(C3=CCCCC3)cc2C(=O)N([C@@H](C)CO)C[C@H]1C	17	2	-1	-3	-5	-2	0.6	-0.3
O=C(O)c1ccccc1SC1CC(=O)N(c2cccc3ccccc23)C1=O (configuration not stated)	-9	-7	1	-2	-2	17	0.9	3.9
C[C@@H]1CN([C@@H](C)CO)C(=O)c2cc(C3=CCCCC3)cnc2O[C@H]1CN(C)C(=O)c1cccnc1	7	-2	-1	14	10	0	-0.9	-0.6
O=C(NCCS(=O)(=O)N1CCN(c2ccccc2F)CC1)c1c(F)cccc1F	-9	-6	-4	-1	5	-3	2.2	-0.1
COc1ccc(NC(=O)Nc2ccc3c(c2)C(=O)N([C@@H](C)CO)C[C@H](C)[C@H](CN(C)C(=O)NC2CCCCC2)O3)cc1	-13	-13	-8	1	3	-1	-0.4	-0.1
Cc1ccc(Nc2ncnc(Cl)c2N)cc1	-12	-4	4	-1	27	4	0.2	2.2
O=C(OCc1cn([C@H]2CN(C(=O)c3cccs3)[C@@H](c3ccccc3)C[C@@H]2O)nn1)c1ccccc1	-5	-1	5	-3	5	-2	0.0	.
Cc1c(C(=O)Nc2ccccc2F)sc2nc3n(c(=O)c12)CCC3	-26	0	-1	9	34	2	0.1	9.2
Cc1cc(C)c(NC(=O)CCCCCNC2CCCCC2)c(C)c1	1	2	-2	5	-4	-1	0.0	0.2
C=C(C)C1CC=C(C)/C(=N/NC(=O)COc2ccccc2C)C1 (configuration not stated)	-3	-3	-6	-1	-5	0	0.2	0.5
COc1ccc(Cl)cc1S(=O)(=O)N1CCN(C(=O)c2n[nH]c(=O)c3ccccc23)CC1	-3	1	-1	2	-3	0	0.1	-0.2
O=C(NCCc1ccc(F)cc1)c1ccncc1	0	5	-3	3	8	2	0.0	.
C#CCOn1c(-n2nc(C)cc2C)nc2ccccc2c1=O	-14	1	-6	-1	-3	3	0.0	.
CCOc1cc(C(=O)NC(C)Cc2cccs2)cc(OCC)c1OCC (configuration not stated)	-7	0	.	6	.	-2	0.0	7.4
Cc1ccccc1Nc1ncnc2c1cnn2C	-5	-4	-7	3	-9	-1	0.0	.
COc1ccccc1-c1cc(C(=O)N2CCOCC2)no1	0	-1	0	2	?	-3	0.0	.
O=C1[C@H]2[C@@H](c3ccccc3)N[C@]3(CCCN(Cc4ccccc4)C3=O)[C@H]2C(=O)N1Cc1ccccc1	-10	-1	1	-10	3	-1	0.2	.
Cc1ccc(S(=O)(=O)NCCC(c2ccccc2)c2ccccc2)cc1C(=O)O	-17	-2	4	0	3	1	0.0	3.5
C[C@@H]1CN([C@H](C)CO)C(=O)Cc2cc(NC(=O)c3ccncc3)ccc2O[C@@H]1CN(C)Cc1ccc(-c2ccccc2)cc1	29	-9	4	1	1	-6	-1.2	2.4
COc1cc(C)cc(CN2CCC(Cc3ccccc3)CC2)c1O	-24	-3	-2	-8	-6	-1	0.0	0.1
O=C(COc1ccccc1)N1CCN(C(=O)c2ccco2)CC1	-2	-4	-19	5	2	7	.	.
CC(C)(O)C#Cc1ccc([C@H]2[C@@H](CO)N3CCCCN(C(=O)c4ccc(F)cc4)C[C@@H]23)cc1	11	1	-1	5	-4	3	0.0	0.0
O=C(NCc1ccccn1)c1cc(Br)ccc1Cl	-5	4	.	0	.	3	0.0	.
C=CCNC(=S)NC(=O)c1csc([N+](=O)[O-])c1	-11	0	.	6	.	.	0.0	-2.1
Cc1c(C)c2ccc(OCC(=O)NCCc3c[nH]c4ccccc34)c(C)c2oc1=O	-19	-3	-3	0	8	.	.	.
Cc1cc(C2C(=O)c3ccccc3C2=O)c(C)c(C)c1C	-7	-3	.	-3	.	3	0.1	0.1
O=C(C[C@H]1C=C[C@@H](NC(=O)c2ccccc2)[C@H](CO)O1)Nc1ccc(-c2ccccc2)cc1	-6	-1	-5	-3	-1	-5	-0.3	1.4
Cc1[nH]n(C(N)=S)c(=O)c1N=Nc1ccc([N+](=O)[O-])cc1Cl	9	0	-1	-4	28	-1	-0.1	-1.6
COc1ccccc1/C=C/C(=O)OCCN1C(=O)c2ccccc2C1=O	3	-4	6	4	-2	2	0.0	0.6
CC(CCc1ccccc1)NC(=O)c1cnc(Cl)c(Cl)c1 (configuration not stated)	-15	-4	-1	2	1	4	0.4	.
O=[N+]([O-])c1ccc(C(=S)N2CCCC2)cc1	-6	2	1	-4	4	-1	0.0	0.7
C[C@@H]1CN([C@@H](C)CO)C(=O)c2cc(NS(C)(=O)=O)ccc2O[C@@H](C)CCCCO[C@@H]1CN(C)C(=O)c1ccccc1	17	1	2	1	0	-3	0.1	-0.2
O=C(CN1CCN(Cc2ccccc2F)CC1)Nc1ccccc1Cl	-16	2	-3	-1	-7	-3	0.0	0.0
CCC(=O)N1C[C@H](C)[C@@H](OC)CN(C)C(=O)c2ccc(NS(C)(=O)=O)cc2OC[C@@H]1C	-2	-16	-1	1	-1	-1	0.1	0.1
N#CC1C(=N)Cc2ccccc2-c2ccccc21 (configuration not stated)	-4	-1	0	-2	-4	-3	0.1	0.5
C[C@H](CO)N1C[C@H](C)[C@@H](CN(C)CC2CCCCC2)Oc2ncc(C#C[C@@H](C)O)cc2C1=O	-4	11	9	.	1	1	-1.0	0.9
Cc1ccc(CNc2cc(C(=O)O)ccc2Cl)s1	-8	-2	-10	3	3	-2	0.5	0.1
CC12CCC(C(=O)NCc3ccc(F)cc3)(OC1=O)C2(C)C (configuration not stated)	-3	0	.	1	.	-1	0.3	3.7
COc1ccc(CN2C(=O)C(C)Nc3ncnc(N4CCN(c5ccccn5)CC4)c32)cc1 (configuration not stated)	-41	1	-16	4	8	2	0.0	-0.2
N#CCc1ccccc1C(=O)OCC(=O)N(Cc1ccccc1)Cc1ccccc1	-15	-2	-2	8	8	0	-0.1	.
CC(C)(C)OC(=O)C[C@@H]1C/C=C\C[C@@H](CC(=O)N(CCO)Cc2ccccc2)C(=O)N[C@H](C(C)(C)C)COC1=O	-5	-3	2	-5	10	-5	0.0	-0.8
O=C([C@@H]1[C@@H](CO)[C@@H]2Cn3c(ccc(-c4cccc(F)c4)c3=O)[C@@H]2N1Cc1cocn1)N1CCCCC1	-21	-3	-2	-6	-1	0	0.0	-0.3
New compounds follow
SMILES	RAD52 inh	S100A4 MyoIIA	RAD54 inh	ERp5 block	esBAF inh	ERAP1 inh	XiGFP reactiv	E-sel inducer
O=C(Nc1cccc(Cl)c1)N[C@@H]1CC[C@@H](CCNC(=O)C2CCOCC2)O[C@@H]1CO	13	8	-1	0	0	-2	-0.1	0.1
COc1ccc(-c2cn(CC[C@H]3CC[C@H](NC(=O)Cc4ccccn4)[C@H](CO)O3)nn2)cc1	0	8	2	1	0	-1	0.0	0.2
COc1cc2c(cc1OC)C(COc1ccccc1OC)N(C(=O)C(C)C)CC2 (configuration not stated)	-8	4	.	1	.	0	2.5	.
C[C@H]1CN([C@@H](C)CO)C(=O)c2cc(NC(=O)NC3CCCCC3)ccc2O[C@H]1CN(C)C(=O)NC1CCCCC1	9	2	3	3	-2	0	0.0	0.1
CN(C)CCCNC(=O)C[C@@H]1CC[C@H]2[C@H](COc3ccc(NC(=O)c4ccc5c(c4)OCO5)cc3C(=O)N2C)O1	-2	-16	0	1	4	0	-0.1	0.2
Cn1cc(S(=O)(=O)c2ccccc2)n(C)c1=O	-8	7	-4	-2	3	2	0.5	4.0
CN1CCN(C(=O)c2ccccc2NS(=O)(=O)c2ccc(F)cc2)CC1	-10	-16	-4	2	4	1	0.1	.
COc1ccc(-c2nnc(SCC(=O)Nc3ccccc3OC)o2)cc1	0	0	4	2	21	0	.	.
CC(C)C#Cc1ccc([C@@H]2[C@@H](CO)N(C(=O)C3CCC3)[C@H]2C#N)cc1	-6	-14	-10	3	3	-1	0.1	0.1
CC1(C)CCCN(C(=O)N2c3ccccc3Sc3ccccc32)C1	-4	-1	2	10	.	2	.	.

Taken from the entries so far, two compounds:
SMILES	RAD52 inh	S100A4 MyoIIA	RAD54 inh	ERp5 block	esBAF inh	ERAP1 inh	XiGFP reactiv	E-sel inducer
CC(C)C#Cc1ccc([C@@H]2[C@@H](CO)N(C(=O)C3CCC3)[C@H]2C#N)cc1	-6	-14	-10	3	3	-1	0.1	0.1
CC1(C)CCCN(C(=O)N2c3ccccc3Sc3ccccc32)C1	-4	-1	2	10	.	2	.	.

(cont.)
SMILES	RAD52 inh	S100A4 MyoIIA	RAD54 inh	ERp5 block	esBAF inh	ERAP1 inh	XiGFP reactiv	E-sel inducer
CCN(CC)c1ccc(/C=N\N2CCN(Cc3ccc(C)cc3)CC2)cc1	-10	-6	.	3	.	-2	-0.1	3.5
COc1cc(NC(=O)N2CCc3nc(NCc4cccc(Oc5ccccc5)c4)ncc3C2)cc(OC)c1OC	-16	0	-11	15	-8	3	0.1	0.3
COc1ccc([N+](=O)[O-])cc1NCc1cccnc1	-14	10	.	-4	.	-1	0.0	0.1
COc1ccccc1/C=C/C(=O)NC(=S)NC(C)C	-17	-3	.	-7	.	-2	0.1	-0.2
CC(C)[C@H](NS(=O)(=O)c1ccc(Cl)cc1)C(=O)OCC(=O)NCCN1C(=O)CSC1=O	-21	3	11	-1	.	-1	0.2	-1.5
